# Screening data deposited in PubChem BioAssay by National Center for Advancing Translational Sciences (NCATS).
# HTT aggregate: qHTS Multiplex Assay to Identify Dual Action Probes in a Cell Model of Huntington: Aggregate Formation (GFP) | AID 1688, 2009 | PC12 HttQ103-GFP aggregates, Acumen cytometry, 40 h | 1.1% of 220,000 active | Potency, µM (titrated, usually from 46.1 µM), for inactives: top-dose activity change, negative = inhibition, most hits filed as inhibitors; also: potency is read from the fitted curve at half-maximal effect; % is scaled to controls: 0 for no effect and ±100 for the full control effect; nearly all actives have a fitted effect of over 60% in size
#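 Read-out: GFP aggregate count by laser scanning cytometer (488 nm excitation, 500-530 nm emission, 1–25 µm objects >6 SD above background). Cells: PC12, inducible HTTex1-Q103-GFP, 100 nM tebufenozide; compounds titrated.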
# CBFb-RUNX1 inh: qHTS Assay for Compounds Blocking the Interaction Between CBF-beta and RUNX1 for the Treatment of Acute Myeloid Leukemia | Runt-related transcription factor 1 (Homo sapiens) + Core-binding factor subunit beta … | Potency, µM (series often up to 59.8 µM), without a hit: at the highest dose activity, negative = inhibition, hits mostly inhibitors | 230,000 tested, under 10 active | AlphaScreen CBFb-His/RUNX1-biotin binding, biochemical; also: % of control where 0% means no effect
# Target sequence (Q01196 whole entry, looked up): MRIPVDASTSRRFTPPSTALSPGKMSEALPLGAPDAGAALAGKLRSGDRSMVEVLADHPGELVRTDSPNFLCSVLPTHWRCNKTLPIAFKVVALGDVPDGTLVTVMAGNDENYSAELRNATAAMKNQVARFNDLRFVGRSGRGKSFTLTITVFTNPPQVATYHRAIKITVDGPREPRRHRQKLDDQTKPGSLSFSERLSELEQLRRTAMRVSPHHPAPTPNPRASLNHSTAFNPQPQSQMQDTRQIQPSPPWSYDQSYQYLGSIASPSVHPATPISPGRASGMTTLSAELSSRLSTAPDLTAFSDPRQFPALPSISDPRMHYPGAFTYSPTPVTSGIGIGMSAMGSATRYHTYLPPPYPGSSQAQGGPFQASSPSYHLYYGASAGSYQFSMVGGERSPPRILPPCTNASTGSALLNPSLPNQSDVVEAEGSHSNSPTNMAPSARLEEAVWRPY
# Target sequence (Q13951 whole entry, looked up): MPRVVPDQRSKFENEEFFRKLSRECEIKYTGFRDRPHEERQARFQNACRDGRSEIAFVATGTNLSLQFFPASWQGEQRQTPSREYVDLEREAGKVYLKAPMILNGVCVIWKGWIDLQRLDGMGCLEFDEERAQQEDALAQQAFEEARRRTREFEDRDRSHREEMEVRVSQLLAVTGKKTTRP
#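 Inhibition was taken as any reduction in AlphaScreen signal from the CBF-beta–RUNX1 pair (His and biotin tags, 30 nM each), measured after compound (15 min) and bead (90 min) incubations at room temperature.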
# Lamin A splicing: qHTS Assay for Modulators of Lamin A Splicing; HeLa LMNA splicing GFP/RFP minigene ratio, 48 h; Potency, µM (titrated, usually from 46.1 µM), without a hit: top-dose ratio change, negative = inhibition, usual class: inhibitors; 0.01% of 200,000 active; AID 1487, 2009; active = well fitted inhibition curve with a large enough effect in the signal ratio, with a control signal flat, not every such curve was filed as active; inconclusive = small, poorly fitted or top-dose-only effect, or effect the other way, or a change in a side signal; the % refers to the signal ratio; also: potency is read from the fitted curve at half-maximal effect; % is scaled to controls: 0 for no effect and ±100 for the full control effect
#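 S3 HeLa cells stably expressing lamin A-EGFP splicing minigene plus DsRed2, 600 cells/well, 48 h compound exposure at 37C. Laser-scanning cytometry; analysed as GFP (500-530 nm)/RFP (575-640 nm) total intensity ratio; 0.5% DMSO vehicle.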
# GAA inhib: qHTS Assay for Inhibitors of Human alpha-Glucosidase as a Potential Chaperone Treatment of Pompe Disease | Lysosomal alpha-glucosidase (Homo sapiens), P10253 | purified human GAA, 4-MU-alpha-glucoside fluorescence | Potency, µM (top dose mostly 76.9 µM), for inactives: at the top dose activity change, negative = inhibition, actives largely listed as inhibitors | 0.005% of 200,000 active | AID 1466, 2008;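 also: potency is read from the fitted curve at half-maximal effect; plate controls were uninhibited enzyme wells for no effect and no-enzyme background for full effect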
#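 Endpoint fluorogenic read: 20 min room-temperature reaction of 4 nM human alpha-glucosidase with 400 uM 4-methylumbelliferyl-alpha-D-pyranoside, pH 5.0, quenched with 1M NaOH/1M glycine pH 10. AC50 from Hill modeling.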
# HTT cytoprotect: qHTS Multiplex Assay to Identify Dual Action Probes in a Cell Model of Huntington: Cytoprotection (ATP); PC12 HTT-Q103 induced, cytoprotection, ATP luminescence, 40 h; Potency, µM (series often up to 56.4 µM), for inactives: cytoprotection (ATP increase), most hits filed as activators; 0.14% of 230,000 active; AID 1471, 2008;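 also: potency is read from the fitted curve at half-maximal effect; % of control where 0% means no effect; nearly all actives have a fitted effect of over 45% in size; toxic huntingtin expression switched on by the ecdysone agonist tebufenozide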
#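 PC12 cells with ecdysone-inducible HTT exon 1 Q103-GFP, induced with 100 nM tebufenozide and co-treated with library compounds in a dose series (1536-well, 1500 cells/well). Cytoprotection read as ATP content by ATPlite luminescence.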
# GAA glycogen mod: qHTS Assay for Inhibitors and Activators of Human alpha-Glucosidase Cleavage of Glycogen; Potency, µM (top dose mostly 76.4 µM), inactives show top-dose activity change, negative = inhibition, actives largely listed as inhibitors; 0.38% of 300,000 active; recombinant GAA, glycogen substrate, Amplex Red glucose oxidase fluorescence;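 also: potency is read from the fitted curve at half-maximal effect; 0% = full enzyme reaction and -100% = no-enzyme basal signal; the screen sought inhibitors and activators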
#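 Recombinant enzyme (4 nM final) with compounds titrated up to 77 uM and bovine liver glycogen (30 ug) in citrate pH 5.0, 0.01% Tween-20, 37 C 40 min. Released glucose detected by Amplex Red/glucose oxidase (Ex 573/Em 610); AC50 from Hill fits.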
# aGlu spleen mod: qHTS Assay for Inhibitors and Activators of Human alpha-Glucosidase From Spleen Homogenate. Lysosomal alpha-glucosidase (Homo sapiens), P10253. human spleen homogenate, 4-MU-alpha-glucoside fluorescence. Potency, µM (doses to about 79.9 µM), for the others: top-dose activity change, negative = inhibition, hits mostly inhibitors. 0.006% of 240,000 active. AID 2112, 2009;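 also: potency is read from the fitted curve at half-maximal effect; 0% = enzyme with vehicle and -100% = no enzyme basal signal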
#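 Human spleen homogenate (1 ug) incubated with compounds and 1 mM 4-methylumbelliferyl-alpha-D-glucopyranoside in pH 5.0 citrate/phosphate buffer, 37 C, 40 min. Stopped at pH 10; 4-MU fluorescence (Ex 365/Em 440 nm); AC50 by Hill fit.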
# The depositor's hits bear a star; ? = inconclusive; · = not tested or not shown; [ ] = another dose, or the depositor's remark. Unless noted, calls follow the shape of the dose curve; as a rule, active = well fitted curve in the direction sought with a large enough effect; inconclusive = small, poorly fitted or top-dose-only effect, or another doubt; inactive = no such curve, though single readings can be large; an effect the other way counts as inactive or inconclusive.
# Values run as follows: HTT aggregate	CBFb-RUNX1 inh	Lamin A splicing	GAA inhib	HTT cytoprotect	GAA glycogen mod	aGlu spleen mod
CCOC(=O)CSc1ccc(C(=O)Nc2ccc(Cl)cc2)cn1
→ 16%	4%	?	5%	22%[10 µM]	-11%	11%
COc1ccc(CN(CC2CCC(C(=O)O)CC2)C(=S)Nc2cc(C)cc(C)c2)cc1 (centres undefined)
→ 13%	-7%	·	1%	-23%	0%	-2%
COc1ccccc1CCNC(=O)Nc1cccc([N+](=O)[O-])c1
→ -24%	2%	?	-2%	4%[10 µM]	12%	0%
COc1cc2c(cc1OC)C(c1ccc(-c3ccc(Cl)c(Cl)c3)o1)=NCC2
→ 8.9µM*	-11%	?	-4%	8%[10 µM]	-5%	-4%
Cc1nn(C)cc1/C=C1\CCC/C(=C\c2cn(C)nc2C)C1=O
→ ?	20%	11%	?	-54%[inhibitor]	-2%	-5%
CCOC(=O)CSC1=C(C#N)C(c2ccccc2Cl)C(C(=O)OC)C(=O)N1 (centres undefined)
→ 11%	-4%	-4%	-10%	-21%	-12%	0%
COc1ccc(-c2nc(CN3CCC(C(=O)N4CCc5ccccc54)CC3)c(C)o2)cc1OC
→ ?	-6%	-8%	-26%	-40%	-10%	-3%
O=C(N/N=C(\Cc1ncc[nH]1)c1ccccc1)c1ccncc1
→ ?	·	·	?	-100%[inhibitor]	?	1%
O=S(=O)(NCc1cccnc1)c1ccc(Cl)c(Cl)c1Cl
→ -8%	10%	-7%	-3%	0%	-7%	-3%
Cc1cc(C)cc(NC(=S)NCc2ccncc2)c1
→ 4%	5%	·	0%	-28%	-12%	1%
COCC(C)N=C1NN=C(c2cccs2)C(CC(=O)O)S1 (centres undefined)
→ 15%	?	·	3%	5%	-12%	-1%
CCn1c(SCC(=O)Nc2nc3ccc(OC)cc3s2)nc2c1c(=O)n(C)c(=O)n2C
→ -1%	-11%	?	-9%	-22%	-4%	2%
Cn1c(C(=O)OCC(=O)NCc2cccs2)cc2sccc21
→ -6%	2%	9%	4%	-13%	2%	7%
CS(=O)(=O)c1ccccc1-c1nc(-c2ccc(C(F)(F)F)cc2)no1
→ 0%	12%	4%	-11%	-34%[inhibitor]	-10%	-22%
Cc1ccc(N(CC(=O)O)S(C)(=O)=O)cc1
→ 9%	1%	·	-4%	·	-17%	-3%

# Values run as follows: HTT aggregate	CBFb-RUNX1 inh	Lamin A splicing	GAA inhib	HTT cytoprotect	GAA glycogen mod	aGlu spleen mod
c1cnc2c(Oc3ncnc4sccc34)cccc2c1
→ 12%	-3%	·	3%	-45%[inhibitor]	6%	2%
CC(C)NC1=C(Cl)C(=O)c2ccccc2C1=O
→ 23%[9.22 µM]	-16%	?	3%	-52%[inhibitor]	-7%	1%
COc1cccc(OCC(=O)NN=C2c3ccccc3-c3ccccc32)c1
→ 14%	-1%	-3%	1%	-43%[inhibitor]	5%	-5%
Cn1cc(-c2ccno2)c(C(=O)O)n1
→ 10%	5%	-4%[9.22 µM]	5%	-25%	-7%	-1%
CC1(C(=O)NC2CCCC2)CCC(=O)N1Cc1ccc2c(c1)OCO2 (centres undefined)
→ 0%	-1%	2%	-6%	-3%[0.074 µM]	6%	-1%
CNC(=S)NC1CC2CCCC(C1)N2Cc1ccco1 (centres undefined)
→ -13%	7%	4%	0%	16%[10 µM]	-3%	-5%
CC1CCCN(c2c([N+](=O)[O-])cc(C(=O)O)cc2[N+](=O)[O-])C1 (centres undefined)
→ -7%	13%	·	0%	?	8%	-5%
O=C(C(Cc1ccc(Cl)cc1)NS(=O)(=O)c1ccccc1)N1CC[C@@]2(O)CCCC[C@H]2C1 (some centres undefined)
→ 19%	6%	18%[0.0737 µM]	6%	-33%	12%	-1%
O=C(c1cc(-c2cccs2)nc2ccccc12)N1CCN(S(=O)(=O)c2ccccc2)CC1
→ 4%	1%	-2%	-9%	0%	-14%	-5%
Cc1ccc(C)c(OCc2nnc(SCC(=O)NC(=O)NCc3ccco3)o2)c1
→ -2%	-1%	·	-5%	-33%[inhibitor]	8%	-5%
Cc1cc(C)cc(Oc2ccccc2CO)c1
→ 5%[9.22 µM]	6%	17%[46 µM]	5%	-23%	-9%	4%
O=C(COC(=O)c1cn(-c2ccccc2)nc1-c1ccccc1)c1ccc([N+](=O)[O-])cc1
→ -3%	?	?	-2%	1%[10 µM]	7%	-7%
COc1cc(OC)cc(C(=O)N[C@@H](CCSC)c2nc3ccccc3[nH]2)c1
→ -8%	-4%	15%[46 µM]	-2%	-14%	2%	5%
N#CCCCS(=O)(=O)c1nnnn1-c1ccc(F)cc1Br
→ ·	9%	·	·	7.1µM*	·	7%
COc1cc2cc(C(c3nnnn3C3CCCC3)N3CCCCC3)c(=O)[nH]c2cc1OC (centres undefined)
→ -26%	4%	6%	11%	-5%	4%	-7%

# Values run as follows: HTT aggregate	CBFb-RUNX1 inh	Lamin A splicing	GAA inhib	HTT cytoprotect	GAA glycogen mod	aGlu spleen mod
CCc1c(O)cc2n(c1=O)-c1ccccc1C2(C)C
→ -19%	26%	-15%	-10%	8%[10 µM]	0%	-4%
N#CC(c1ccc(Cl)cc1)c1ncc(C(F)(F)F)cc1Cl (centres undefined)
→ -11%	3%	4%	-4%	-8%	-1%	-3%
NC1=NC2(CCCCC2)N=C(Nc2ccc(Br)cc2)N1
→ 6%	2%	-24%	-2%	3%[10 µM]	-4%	4%
COc1cccc(-c2cc(C(F)(F)F)n3ncc(C(=O)O)c3n2)c1
→ 12%	-7%	7%	-1%	0%[10 µM]	5%	-10%
Brc1ccc(N=Nc2ccc3ccccc3n2)cc1
→ -3%[9.22 µM]	-1%	·	-5%[15.4 µM]	-92%[inhibitor][10 µM]	15%	3%
CCn1c(Cc2c(C)[nH]c3ccccc23)nnc1SCC(N)=O
→ -9%	8%	-4%	-15%	7%	-4%	-3%
CC(=O)Oc1c(S(=O)(=O)c2ccc(C)cc2)c(C)nn1C(C)(C)C
→ -6%	-2%	?	?	-25%	1%	-6%
COCOc1cc(OC)ccc1C(=O)/C=C/c1ccc([N+](=O)[O-])cc1
→ ·	3%	·	·	-28%	·	-9%
C=CCn1c(SCc2ccccc2C#N)nnc1-c1cc(Br)ccc1O
→ -8%	-2%	-11%	4%	-22%[10 µM]	-7%	-2%
COc1cc2c(cc1NC(=O)c1cccnc1)oc1ccccc12
→ -2%	-3%	0%	-8%	6%[10 µM]	-13%	8%
CC(=O)Oc1cc2c3c(c1)/C(=C1/SC(=S)NC1=O)C(=O)N3C(C)(C)C=C2C
→ -6%[9.22 µM]	?	·	·	9%[10 µM]	-10%	-7%
C/C(=N\O)C(=O)C(CN1CCCCC1)CN1CCCCC1
→ 4%	10%	5%	-5%	-9%	0%	2%
c1ccc2sc(NC3=NCN(C4CCCCC4)CN3)nc2c1
→ 6%	4%	-2%	-11%	-9%	8%	-1%
Clc1ccc2[nH]c3c(NCC4CCCO4)ncnc3c2c1 (centres undefined)
→ ?	2%	?	7%	-95%[inhibitor]	-10%	3%
CCCc1cc(NC(=O)CCl)n(-c2ccccc2)n1
→ -1%	1%	?	8%	23%[10 µM]	28%	6%

# Values run as follows: HTT aggregate	CBFb-RUNX1 inh	Lamin A splicing	GAA inhib	HTT cytoprotect	GAA glycogen mod	aGlu spleen mod
COc1ccccc1C(=O)N1C(CC(=O)Nc2cc(Cl)ccc2C)C(=O)NC2CCCCC21 (centres undefined)
→ -18%	1%	2%	-5%	9%	-10%	0%
Cc1cccc(NS(=O)(=O)c2c(C)n[nH]c2C)c1
→ -3%	0%	0%	-8%	-13%	8%	-2%
CCCCn1nnnc1SCC(=O)N1CCN(C(=O)c2ccco2)CC1
→ -14%	2%	7%	-2%	-1%	0%	-10%
CC(=O)c1nn(-c2ccc(Br)cc2)cc1C(=O)c1ccco1
→ -14%	7%	-2%	3%	-3%[10 µM]	2%	-2%
CCN(c1ccccc1)S(=O)(=O)c1ccc(Cl)c(C(=O)N(CC2CCCO2)C2CCS(=O)(=O)C2)c1 (centres undefined)
→ 11%	1%	·	-2%	5%[10 µM]	5%	2%
CN(C)c1ccc(NC(=O)Cn2ncn3c(cc4ccccc43)c2=O)cc1
→ 5%	-1%	?	-10%	-6%[0.074 µM]	2%	1%
CCCCC(CC)CNC(=O)/C=C/c1ccc(F)cc1 (centres undefined)
→ -27%	23%	?	-14%	9%[0.074 µM]	10%	4%
c1cncc(Nc2nc(-c3cccs3)cs2)c1
→ 2%	-8%	-1%	-6%	-15%	?	5%
CC(=O)c1cnn(-c2cc(Oc3ccccc3C)ncn2)c1C
→ 1%	10%	-4%	-5%	-7%	-1%	-5%
Cc1ccc(NS(=O)(=O)c2cccc(C(=O)OCC(=O)NCc3ccco3)c2)cc1
→ -8%	-15%	6%	-20%	4%[10 µM]	8%	-3%
CN(CCOc1ccccc1)CC(=O)Nc1ccc(Cl)cc1[N+](=O)[O-]
→ -17%	?	-24%[46 µM]	-9%	-11%	0%	1%
Nn1c(Nc2ccccc2)nc2ccccc21
→ 3%	-1%	9%	-6%	-22%	0%	-2%
O=C(Cn1c2c(c(-c3ccccc3Cl)cc1=O)CCC2)NCC1CCCO1 (centres undefined)
→ 3%[9.22 µM]	1%	·	·	21%[10 µM]	0%	7%
C/C(Cl)=C/Cn1c(=O)c2c(nc(Br)n2Cc2ccccc2)n(C)c1=O
→ -29%	8%	?	1%	6%	7%	-2%

# Looked up by compound from above, two records:
# Values run as follows: HTT aggregate	CBFb-RUNX1 inh	Lamin A splicing	GAA inhib	HTT cytoprotect	GAA glycogen mod	aGlu spleen mod
CC1(C(=O)NC2CCCC2)CCC(=O)N1Cc1ccc2c(c1)OCO2 (centres undefined)
→ 0%	-1%	2%	-6%	-3%[0.074 µM]	6%	-1%
CCOC(=O)CSc1ccc(C(=O)Nc2ccc(Cl)cc2)cn1
→ 16%	4%	?	5%	22%[10 µM]	-11%	11%
